PI4K2A inh: qHTS for small molecular inhibitors of PI4K2A. hit rate 0.13% among 420,000. purified PI4K2A, ADP-Glo luminescence, 1 h; stronger effect = lower value. AID 1346378, 2018. activity change, negative = inhibition, % at 76.9 µM; in the data active = activity change below about -50%; inconclusive = mostly about -30% to -49%;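 also: -100% = wells without enzyme as full effect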
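In this quantitative HTS, ADP production by PI4K2A was quantified luminescently after 1 h at ambient temperature; 100 microM adenosine served as plate-quality control.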
GLS inhibitor: qHTS for Inhibitors of Glutaminase (GLS) | Potency, µM (top dose mostly 45.5 µM), inactives show at the highest dose activity change, negative = inhibition, most hits filed as inhibitors | hit rate 0.21% among 410,000 | GLS enzymatic activity, qHTS titration | AID 624170, 2012 | Glutaminase kidney isoform, mitochondrial (Homo sapiens), O94925; also: potency is read from the fitted curve at half-maximal effect; % is scaled to controls: 0 for no effect and ±100 for the full control effect
Target sequence (O94925 whole entry, looked up, canonical isoform): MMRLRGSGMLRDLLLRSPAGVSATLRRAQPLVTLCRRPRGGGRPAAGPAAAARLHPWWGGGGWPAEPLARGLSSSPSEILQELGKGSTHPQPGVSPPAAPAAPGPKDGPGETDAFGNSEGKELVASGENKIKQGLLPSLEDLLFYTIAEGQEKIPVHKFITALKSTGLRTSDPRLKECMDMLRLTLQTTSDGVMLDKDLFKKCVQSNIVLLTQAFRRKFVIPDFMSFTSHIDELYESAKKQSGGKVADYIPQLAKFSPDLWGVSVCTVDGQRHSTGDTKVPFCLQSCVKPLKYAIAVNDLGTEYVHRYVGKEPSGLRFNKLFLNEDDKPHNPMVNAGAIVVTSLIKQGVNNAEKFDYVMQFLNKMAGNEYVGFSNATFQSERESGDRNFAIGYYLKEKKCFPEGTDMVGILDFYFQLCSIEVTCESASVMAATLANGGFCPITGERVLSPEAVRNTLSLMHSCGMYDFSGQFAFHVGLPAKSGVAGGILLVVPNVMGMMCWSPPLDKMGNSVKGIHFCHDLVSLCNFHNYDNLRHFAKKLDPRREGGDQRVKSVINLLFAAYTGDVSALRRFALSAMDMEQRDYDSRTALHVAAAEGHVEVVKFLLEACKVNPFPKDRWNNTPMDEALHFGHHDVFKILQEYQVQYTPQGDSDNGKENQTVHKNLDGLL
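Glutamate formation by hKGA was monitored fluorometrically using coupled glutamate oxidase, HRP and Amplex Red. Substrate was added as 1 mM L-glutamine solution; incubation was 30 min at RT after an initial read.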
ALOX12 inh: Primary qHTS assay for inhibitors of human arachidonate 12S-lipoxygenase (ALOX12): Round 2; Polyunsaturated fatty acid lipoxygenase ALOX12 (Homo sapiens), P18054; purified 12hLO, xylenol orange hydroperoxide absorbance; Potency, µM (highest dose often 108 µM), without a hit: at the top dose activity change, negative = inhibition, actives largely listed as inhibitors; hit rate 1.1% among 580,000; also: potency is read from the fitted curve at half-maximal effect; % is scaled to controls: 0 for no effect and ±100 for the full control effect
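Hydroperoxide product was detected by ferrous iron/xylenol orange as the 573 to 405 nm absorbance ratio. Arachidonic acid at 40 uM (final) was turned over for 30 min at room temperature by 150 nM human 12hLO, pH 7.0 Hepes buffer, after 15 min compound preincubation.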
G9a block: qHTS Assay for Inhibitors of Histone Lysine Methyltransferase G9a; Potency, µM (highest dose often 102 µM), inactives show at the top dose activity, negative = inhibition, actives largely listed as inhibitors; hit rate 8.8% among 350,000; G9a H3K9 monomethylation, AlphaScreen, 2 h; Histone-lysine N-methyltransferase EHMT2 (Homo sapiens), Q96KQ7; also: potency is read from the fitted curve at half-maximal effect; % is scaled to controls: 0 for no effect and ±100 for the full control effect; nearly all actives have a fitted effect of over 75% in size
Target sequence (Q96KQ7 913-1193 limits assumed): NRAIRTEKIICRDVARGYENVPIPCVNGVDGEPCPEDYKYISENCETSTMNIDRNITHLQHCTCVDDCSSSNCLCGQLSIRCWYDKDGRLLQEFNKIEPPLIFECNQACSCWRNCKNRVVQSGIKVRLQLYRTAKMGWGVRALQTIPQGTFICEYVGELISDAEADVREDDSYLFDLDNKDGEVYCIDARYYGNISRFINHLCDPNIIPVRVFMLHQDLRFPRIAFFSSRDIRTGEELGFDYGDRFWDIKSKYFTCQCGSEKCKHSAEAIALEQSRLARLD
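Enzyme 20 nM + cpd, 15 min RT; add b-H3K9 pep 500 nM / SAM 20 uM; 2 h RT; anti-H3K9me1 Ab 0.5 ug/mL + SA donor / anti-rabbit acceptor beads 20 ug/mL each, 10 min; AlphaScreen read.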
ERG-DNA inh: qHTS for Small Molecule Inhibitors of the ERG Ets/DNA interaction | fluorescence polarization, His-ERG Ets domain / labelled DNA | Potency, µM (titrated, usually from 76.9 µM), inactives show at the highest dose FP activity, negative = inhibition, most hits filed as inhibitors | hit rate 0.028% among 370,000; active = well fitted inhibition curve with a large enough effect in the polarisation, with a control signal flat; inconclusive = small, poorly fitted or top-dose-only effect, or effect the other way, or a change in a side signal; inactive = no such curve, though single readings can be large or run the other way; the % refers to the polarisation;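 also: polarization taken with two DNA probes labelled with fluorescein and Texas red; potency is read from the fitted curve at half-maximal effect; % of control where 0% means no effect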
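His-tagged ERG Ets domain (1 uM in the protein solution; 300mM KCl, 50mM Tris-HCl, 1mM EDTA, 1mM DTT, pH 7.5) received compound, then a probe mix of 5 nM fluorescein-DNA and 100nM Texas-615-DNA. Fluorescence polarization was read for both dyes.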
JMJD2A Tudor inh: qHTS Assay for Inhibitors of JMJD2A-Tudor Domain. Lysine-specific demethylase 4A (Homo sapiens), O75164. AlphaScreen JMJD2A-Tudor / H3K4me3 peptide binding. Potency, µM (doses to about 114 µM), without a hit: at the top dose activity change, negative = inhibition, hits mostly inhibitors. hit rate 4.4% among 390,000. AID 504339, 2011; also: potency is read from the fitted curve at half-maximal effect; % is scaled to controls: 0 for no effect and ±100 for the full control effect; nearly all actives have a fitted effect of over 50% in size
RGS4 inh: Inhibitors of Regulator of G Protein Signaling (RGS) 4: qHTS | Regulator of G-protein signaling 4 (Homo sapiens), P49798 | Transcreener GDP fluorescence polarization, RGS4-accelerated GTP hydrolysis | Potency, µM (titrated, usually from 114 µM), for the others: at the top dose activity change, negative = inhibition, actives largely listed as inhibitors | hit rate 0.039% among 390,000; also: potency is read from the fitted curve at half-maximal effect; % is scaled to controls: 0 for no effect and ±100 for the full control effect; nearly all actives have a fitted effect of over 75% in size; some results filed as inactive show a strong effect at the top dose
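MLSMR compounds (23 nl, pin-transferred) preincubated 10 min at room temperature with a 500nM (2x) first reagent, then RGS4 at 900nM (2x) plus Transcreener GDP mix added; fluorescence polarization (620/688 nm) read before and after 90 min at 30 °C.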
HP1b binding inh: HTS for Inhibitors of HP1-beta Chromodomain Interactions with Methylated Histone Tails. Chromobox protein homolog 1 (Homo sapiens), P83916. AlphaScreen HP1-beta / biotin-H3K9me3 peptide binding. Potency, µM (highest dose often 114 µM), inactives show top-dose activity change, negative = inhibition, usual class: inhibitors. hit rate 0.56% among 390,000. AID 540317, 2011; also: potency is read from the fitted curve at half-maximal effect; nearly all actives have a fitted effect of over 70% in size; inactives centre near 23
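Compound inhibition of the preformed complex between 50 nM HP1-beta and 50 nM biotinylated H3K9me3 peptide was read by AlphaScreen. Buffer was PBS pH 7.4 with 0.01% Tween-20. Incubations ran 30 min at room temperature, with 10 ug/mL donor/acceptor beads.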
BAZ2B inh: qHTS Assay for Inhibitors of BAZ2B; Bromodomain adjacent to zinc finger domain protein 2B (Homo sapiens), Q9UIF8; AlphaScreen BAZ2B-H3K14Ac peptide displacement; Potency, µM (series often up to 114 µM), inactives show at the top dose activity change, negative = inhibition, usual class: inhibitors; hit rate 4.4% among 360,000; AID 504333, 2011; also: potency is read from the fitted curve at half-maximal effect; % is scaled to controls: 0 for no effect and ±100 for the full control effect; nearly all actives have a fitted effect of over 60% in size
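AlphaScreen luminescence quantifies BAZ2B engagement of H3K14Ac peptide; the protein and biotinylated peptide are both at 50 nM final, buffer PBS pH 7.4 with 0.01% Tween-20, all steps at room temperature.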
Active calls of the source: *; i = inactive; ? = inconclusive; nt = no result given; [ ] = remark or other dose. Unless noted, calls follow the shape of the dose curve; as a rule, active = well fitted curve in the direction sought with a large enough effect; inconclusive = small, poorly fitted or top-dose-only effect, or another doubt; inactive = no such curve, though single readings can be large; an effect the other way counts as inactive or inconclusive. A portion of the library; rates above refer to the full screens.

molecule	PI4K2A inh	GLS inhibitor	ALOX12 inh	G9a block	ERG-DNA inh	JMJD2A Tudor inh	RGS4 inh	HP1b binding inh	BAZ2B inh
C=C(C)CNC(=O)CCc1nnc(Cc2cccc(C(F)(F)F)c2)o1	3.8	0.0%	-4.9%	10.2%	-12.2%	3.5%	10.6%	44.2%[activator]	-20.8%
O=C(c1ccc2c(c1)OCO2)C1CCCN(Cc2cc(F)ccc2-n2cccn2)C1 (stereo not drawn)	1.8	2.7%	i	?	7.8%	-5.1%	-20.2%	45.6%[activator]	-30.9%
Cc1cc(C)n2c3c(c(C#N)c2n1)CC(C)(C)OC3	0.5	-17.1%	-28.7%	-47.2%	7.7%	-28.8%[11.4 µM]	-7.4%[11.4 µM]	19.4%	-14.7%
CCOC(=O)C1CCCN(C(=O)c2ccc(-c3ccccc3Cl)o2)C1 (stereo not drawn)	-5.2	-2.0%	-20.4%	nt	5.8%	9.6%	-31.4%	7.2%	nt
CC(=C/c1ccccc1)/C=N/NC(=O)c1ccc2nc[nH]c2c1	5.0	8.7%	-14.0%	15.0%[59 µM]	3.5%	-8.7%	2.6%	20.4%	-6.2%
O=c1cc(COc2ccccc2[N+](=O)[O-])nc2sccn12	3.4	1.6%	0.0%	?	-6.9%	-5.2%	-18.1%	29.7%	-13.0%
Fc1ccc(-c2nnc(SCc3cccnc3)o2)cc1	3.9	8.0%	-10.7%	?	0.3%	?	10.0%	29.8%	3.3%
CC(C)c1ccc(NC(=S)NNc2ccc(Cl)c(C(=O)O)c2)cc1	-0.6	31.8%[activator]	?	10µM*	2.8%	?	-33.4%	-5.0%	?
CCCCNCc1cc(OC)c(OCC(N)=O)cc1Br	-5.6	-3.6%	-22.5%	7.5%[59 µM]	-3.6%	-4.5%	10.7%	36.9%	-4.8%
CCOc1ccccc1NC(=O)CC1NCCNC1=O (stereo not drawn)	-1.0	0.5%	-8.0%	8.4%[0.0925 µM]	-10.5%	-13.5%	-8.4%	16.1%	7.8%
CNC(=S)NNc1nc(-c2ccccc2)c2cc(Cl)ccc2n1	-2.8	-8.5%	?	nt	6.6%	?	-18.1%	-18.9%	nt
O=S(=O)(c1ccccc1)c1nc(-c2ccco2)oc1NCCCN1CCOCC1	4.1	-0.1%	?	14.1µM*	8.5%	-3.2%	19.9%	27.1%	-29.7%
Cc1cccc(Nc2nnc(SCC3CCCCO3)s2)c1C (stereo not drawn)	-2.7	11.7%	1.4%	23.7%[59 µM]	nt	-13.2%	-46.0%	0.5%	6.8%
O=S(=O)(/N=C(/c1ccccc1Cl)N1CCOCC1)c1ccccc1	2.6	1.6%	0.0%[57.4 µM]	12.5%[0.0925 µM]	15.5%	-10.1%	-1.1%	35.0%	-1.0%
O=C(c1cc(COc2cccc(C(F)(F)F)c2)on1)N1C[C@@H]2CCC[C@H]1C2	-1.9	-2.7%	?	132.1%[activator]	-4.9%	19.1%	-33.7%	71.7%[activator]	25.8%
COc1ccc(OCc2cc(C(=O)N(C)Cc3nnc(C)o3)no2)c(Cl)c1	6.8	-5.2%	-3.5%	-10.4%	0.2%	-8.2%	-4.9%[56.9 µM]	61.6%[activator]	-3.9%[57.1 µM]
CCc1ccc(C2NC(=S)NC3=C2C(=O)CCC3)cc1 (stereo not drawn)	-3.5	0.0%	?	7.3%	10.5%	10.3%	-35.1%	36.4%	-20.5%
O=C(CC1N=C2c3ccccc3N=C(SCC(=O)Nc3ccc(F)cc3)N2C1=O)NCc1ccc2c(c1)OCO2 (stereo not drawn)	-2.2	?	?	9.0%[59 µM]	-1.7%	-17.7%	0.1%	17.3%	-19.7%
Cc1ccc(S(=O)(=O)NCC(=O)N(c2ccccc2)C(C(=O)NCc2ccccc2)c2ccco2)cc1 (stereo not drawn)	1.5	3.9%	-32.3%	-4.9%[59 µM]	-2.4%	-30.2%	6.4%	-2.4%	-0.4%
CC(C)NC(=O)COc1ccccc1C#N	2.5	12.0%	-10.6%	?	5.1%	-18.2%	-13.1%[56.9 µM]	66.2%[activator]	-7.7%
Cc1csc(NC(=O)c2cccc(S(=O)(=O)N3CCCCC3)c2)n1	-3.5	9.7%	-6.1%	7.3%[12.7 µM]	0.1%	-14.4%	35.3%	6.8%	-4.0%
O=C1CCC(C(=O)Nc2ccc(OC(F)F)cc2)N1 (stereo not drawn)	-1.9	0.4%	60.1%[activator]	4.1%[59 µM]	-8.8%	4.7%	-7.0%	21.9%	nt
Cc1c[n+]([O-])cc(C)c1Oc1ccccc1	-3.6	-0.2%	1.2%	3.3%[2.33 µM]	5.1%	-11.2%	-16.8%	37.3%	-0.3%
CCOC(=O)C1CCN(C(=O)c2sc3nc(C)nc(N4CCC(C)CC4)c3c2C)CC1	-0.4	3.6%	4.4%	24.0%[59 µM]	7.5%	-15.2%	-12.0%	23.0%	7.4%
O=C(NC(=S)Nc1ccc(S(=O)(=O)Nc2nccs2)cc1)c1ccccc1	0.2	27.3%	?	?	nt	-20.7%	-22.8%	-9.1%	-24.6%
COc1ccc(Br)cc1S(=O)(=O)Nc1ncccc1C	4.4	5.1%	-8.4%	nt	5.2%	?	-70.3%[56.9 µM]	20.8%	-10.9%
CSCCCNC(=O)c1ccccc1OC1CCN(S(C)(=O)=O)CC1	-3.5	-0.7%	52.1%[activator]	nt	2.3%	-17.5%	4.5%	3.2%	-7.9%
CCOC(=O)N1CCN(C(=O)CS(=O)(=O)c2cn(Cc3ccccc3C)c3ccccc23)CC1	2.1	-2.1%	nt	?	-14.9%	0.0%	2.7%	25.2%	1.0%
CCCn1cc(S(=O)(=O)c2ccccc2)c(=O)c2cc(F)c(N3CCCCC3)cc21	1.3	-4.1%	-2.2%	2.6%[59 µM]	1.1%	-27.7%	10.8%	11.7%	1.6%
CCN(CC)c1ccc(S(=O)(=O)N2CCOCC2)cc1NS(C)(=O)=O	3.5	0.0%	-9.8%	-38.4%	-1.4%	-4.2%	14.6%	26.4%	-2.7%
Cc1ccc(Nc2c(-c3ccccn3)nc3ccc(Br)cn23)cc1	-0.6	8.8%	4.0%	16.8%[59 µM]	3.3%	?	0.0%	34.4%	-32.6%
CCCNC(=O)CC1C(=O)N(Cc2ccccc2)C(C)c2nc3ccccc3n21 (stereo not drawn)	2.1	-1.4%	27.7%	14.2%[59 µM]	-4.8%	7.6%	11.4%	30.2%	5.7%
Cc1csc(NC(=O)c2ccccc2)n1	-5.3	-2.4%	-4.4%	15.0%[0.501 µM]	6.5%	-16.2%	1.1%	8.0%	-2.9%
O=C(CCC(=O)N1CCOc2ccccc21)Nc1ccccc1Br	-2.9	-1.1%	43.4%	6.5%	-7.0%	-17.7%	-3.1%	62.5%[activator]	-34.1%
O=C(Cn1c(=O)cnc2ccccc21)Nc1cccc(S(=O)(=O)N2CCCCC2)c1	-2.8	1.3%	?	-19.8%[12.7 µM]	7.2%	?	-3.8%	-0.1%	-4.2%
Cc1cccc(CSc2nnc(CCNC(=O)OC(C)(C)C)o2)c1	1.3	2.8%	7.94µM*	5.2%	3.9%	1.1%	-19.7%	21.3%	-0.3%
CSc1ccccc1OCc1cc(C(=O)NCc2cccc(C)n2)no1	-16.0	-6.2%	6.1%	11.2%	9.2%	-11.8%	-3.7%	43.0%[activator]	-4.7%
COc1ccc(NC(=O)CSCC(=O)Nc2sccc2C#N)cc1	-14.7	-6.4%	0.4%	39.8µM*	14.1%	-17.2%	-50.2%	25.3%	-5.9%
Fc1ccc(COc2ccc3ccccc3c2CNc2nn[nH]n2)cc1	-8.9	15.1%	7.3%	-8.3%	-0.1%	-6.2%	6.4%	42.4%[activator]	-2.6%
O=C(O)CSCC(=O)Nc1ccccc1SCCS(=O)(=O)c1ccc(Cl)cc1	4.5	11.1%	0.0%	-9.7%	1.7%	-13.4%	5.8%	36.1%	-1.4%
Cc1cccc(NC(=O)N2CCC(CN3CCc4ccccc4C3)CC2)c1C	5.8	4.4%	?	10.2%[59 µM]	-1.6%	0.7%	-17.5%	36.0%	-0.9%
CCCNC(=O)Nc1nc2ccccc2s1	5.5	-3.8%	4.2%	7.9%[12.7 µM]	-3.7%	-19.2%	6.0%[56.9 µM]	50.6%[activator]	-0.4%
CCCCN1C(=O)c2[nH]nc(-c3ccccc3O)c2C1c1cccc(OCc2ccccc2)c1 (stereo not drawn)	2.0	8.8%	10.1%	-0.1%[59 µM]	-0.7%	?	7.8%	5.7%	-26.7%
